Assay outcomes deposited in PubChem by several laboratories.
NPR1 activator = GC-A (human) enzyme activation | activation, % at 10 µM | HEK293 GC-A cells, cGMP TR-FRET, EC30 ANP; 0% at EC30 ANP, 100% saturating ANP | hit rate 0.14% among 370,000 | P16066; in the data active = activation above about 40%
Target sequence (P16066 whole entry, looked up): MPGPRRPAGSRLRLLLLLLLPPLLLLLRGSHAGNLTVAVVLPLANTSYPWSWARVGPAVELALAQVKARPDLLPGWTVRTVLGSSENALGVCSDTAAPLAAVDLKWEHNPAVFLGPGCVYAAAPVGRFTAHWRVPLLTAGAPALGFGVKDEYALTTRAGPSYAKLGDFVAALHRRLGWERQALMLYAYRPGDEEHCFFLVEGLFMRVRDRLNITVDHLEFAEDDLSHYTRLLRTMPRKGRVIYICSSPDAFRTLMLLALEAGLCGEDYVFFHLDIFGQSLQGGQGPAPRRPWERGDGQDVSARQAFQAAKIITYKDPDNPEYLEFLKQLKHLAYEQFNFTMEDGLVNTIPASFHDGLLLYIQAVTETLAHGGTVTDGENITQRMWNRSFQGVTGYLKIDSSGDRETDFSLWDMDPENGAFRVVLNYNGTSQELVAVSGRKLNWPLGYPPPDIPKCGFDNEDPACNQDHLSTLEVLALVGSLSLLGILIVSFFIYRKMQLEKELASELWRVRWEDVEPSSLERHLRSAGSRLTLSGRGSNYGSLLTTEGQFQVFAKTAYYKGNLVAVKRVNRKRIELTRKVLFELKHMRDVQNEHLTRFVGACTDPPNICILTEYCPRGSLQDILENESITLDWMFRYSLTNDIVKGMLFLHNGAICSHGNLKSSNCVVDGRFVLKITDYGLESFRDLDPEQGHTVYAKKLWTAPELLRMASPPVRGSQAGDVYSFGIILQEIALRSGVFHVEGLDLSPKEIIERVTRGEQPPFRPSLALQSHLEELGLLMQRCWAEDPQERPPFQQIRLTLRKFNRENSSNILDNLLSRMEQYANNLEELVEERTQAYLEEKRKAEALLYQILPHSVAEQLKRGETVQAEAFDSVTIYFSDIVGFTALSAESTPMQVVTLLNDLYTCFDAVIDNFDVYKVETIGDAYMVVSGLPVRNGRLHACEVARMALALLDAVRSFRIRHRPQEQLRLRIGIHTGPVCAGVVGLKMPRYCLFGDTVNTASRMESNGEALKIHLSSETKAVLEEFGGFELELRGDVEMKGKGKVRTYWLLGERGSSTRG
ssDAF-12 act = S. stercoralis DAF-12 activation, primary screen; HEK293 ssDAF-12/GRIP1 lit1-tk-luc reporter, luminescence; % of 3 µM dafachronic acid response; activation, % at 6.8 µM; hit rate 1% among 370,000; AID 652126;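 active = activation above the mean over all tested compounds plus 3 SD, cut at about 0.9% in these data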;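 also: 0% = DMSO-only wells and 100% = 3 µM delta7-dafachronic acid wells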
FXN GAA850 act = increases GAA850 frataxin promoter reporter activity. hit rate 0.56% among 360,000. activation, % at 6 µM. HEK293 lucGAA850 FXN promoter luciferase reporter, 24 h; percent of 10 µM SAHA response;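 active = activation above the average of all compounds screened plus 3 SD, cutoff fixed separately per campaign, cut at about 7.5% in these data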;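 also: 0% = DMSO wells and 100% = 10 µM SAHA wells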
ADAM10 inh = inhibitors of human ADAM10; hit rate 0.62% among 370,000; O14672; AID 720582; inhibition, % at 7 µM; recombinant ADAM10, EDANS/DABCYL FRET peptide cleavage, 3 h;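 active = inhibition above a per-campaign cutoff equal to the mean of compounds falling between control-based bounds plus 3 SD, cut at about 20% in these data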;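 also: 0% = DMSO wells while the 100% control is not disclosed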
DAX1 inh-1 = inhibitors of DAX1 repression of SF-1 activated StAR promoter; HEK293T StAR-luciferase reporter, SF-1/DAX-1 repression relief; AID 652010; inhibition, % at 6.8 µM; hit rate 1.1% among 370,000;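 active = inhibition above the mean over all tested compounds plus 3 SD, cut at about 3.6% in these data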;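 also: 0% = DAX-1 cells with DMSO and 100% = cells lacking DAX-1 with DMSO; higher inhibition means more luminescence from relief of DAX-1 repression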
NPR2 activator = GC-B (human) receptor activation | P20594 | HEK293-GC-B cells, CNP EC30, cGMP TR-FRET; 0% at EC30 CNP, 100% saturating CNP | activation, % at 10 µM | hit rate 0.11% among 370,000;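 active = activation at 10 µM reaching about 35% in either raw or pattern-adjusted values, limit read from the data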
HGIII-sPLA2 inh = Inhibits HGIII-sPLA2 liposome hydrolysis, primary screen. hit rate 0.56% among 370,000. inhibition, % at 12.2 µM. Q9NZ20. QFRET BODIPY PC-A2 liposome hydrolysis, fluorescence;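 active = inhibition above mean plus 3 SD of compounds lying within the high and low control bounds, cut at about 19% in these data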;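 also: 0% = median of test compound wells and 100% = no enzyme DMSO wells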
hcDAF-12 act = activates DAF-12 receptor from parasite H. contortus; AID 652067; HEK293 hcDAF-12 lit1-tk-luc reporter, luminescence; 0% DMSO, 100% Δ7-dafachronic acid; hit rate 1.4% among 370,000; activation, % at 6.8 µM;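 active = activation above the mean of all tested compounds plus 3 SD, cut at about 5.5% in these data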;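 also: 100% = response to 3 µM Δ7-dafachronic acid high control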
SMARCA2 act = SMARCA2 function activation, primary screen | hit rate 1% among 370,000 | activation, % at 9.1 µM | MG213 cells, MMTV-luciferase reporter, dexamethasone, overnight; in the data active = activation above about 7.8%;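 also: 0% = vehicle wells and 100% = reference activator wells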
hgDAF-12 ag = activates the H. glycines DAF-12 receptor ligand-binding domain. HEK293 GAL4-hgDAF12 UAS-luciferase reporter, agonist luminescence; normalized to butyrate control. activation, % at 6.8 µM. hit rate 1.8% among 370,000. AID 687014;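 active = activation above a cutoff set at the mean of all screened compounds plus 3 SD, cut at about 10% in these data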;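 also: 0% = DMSO wells and 100% = sodium butyrate wells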
DAX1 inh-2 = inhibits human nuclear receptor DAX1 | P51843 | HEK293 Gal4-DAX1 luciferase reporter, luminescence | inhibition, % at 6.75 µM | hit rate 0.99% among 340,000 | AID 504766;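 active = inhibition above the mean over all tested compounds plus 3 SD, cut at about 4.2% in these data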;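 also: 0% = DAX1-transfected cells with DMSO and 100% = empty-vector control cells with DMSO; inhibition shows as a rise in luminescence from relieved DAX1 repression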
* marks the source's active call; other numbers are inactive results; · = not tested or not shown.

SMILES	NPR1 activator	ssDAF-12 act	FXN GAA850 act	ADAM10 inh	DAX1 inh-1	NPR2 activator	HGIII-sPLA2 inh	hcDAF-12 act	SMARCA2 act	hgDAF-12 ag	DAX1 inh-2
CC1CCCCC1NC(=O)CO/N=C/c1ccccc1OC(F)F (stereo unspecified)	4	-2.4	-0.2	6	-1.4	2	-7	-3.8	0	-0.5	0.7
COc1cccc(C(=O)OCC(=O)NC(=O)NC2CCCC2)c1O	-4	-1.4	1.4	-6	0.9	0	-1	-0.2	-2	2.5	0.0
Cc1ccc(NC(=O)CN2C(=O)CN(C)C2=O)cc1S(=O)(=O)N1CCCCC1	2	-1.0	0.6	-3	0.0	2	-5	0.3	-2	3.8	0.1
CCN(CC)CC(=O)Nc1c2c(nc3ccccc13)N(C)CC2	5	-0.7	1.5	-297	0.0	0	-2	0.8	-1	0.4	-2.2
CC(C)(C)OC(=O)[C@H](Cc1ccccc1)NC(=O)c1nc[nH]c1C(=O)N1CCc2ccccc2C1	-4	-1.7	0.0	16	-0.1	3	-10	-1.9	-1	-1.9	-0.5
CCCCn1c(N)c(N(CC)C(=O)CSCc2c(C)noc2C)c(=O)[nH]c1=O	-2	0.5	0.1	-15	2.5	0	14	-0.6	-1	-1.3	0.6
COc1ccccc1NC(=O)COC(=O)CC(C)(C)CC1=NS(=O)(=O)c2ccccc2N1	-9	-1.5	-2.5	-3	-0.7	0	-3	-4.0	-2	-0.7	-0.8
O=C1CC(C(=O)Nc2ccc(Br)cc2)C2(CCCC2)O1 (stereo unspecified)	-2	-0.9	·	2	0.1	4	-12	-0.4	2	-0.6	·
O=C1NC(Cc2ccc(O)cc2)c2nc3cc(F)ccc3c(=O)n2-c2cc3ccccc3cc21 (stereo unspecified)	1	-0.8	-7.1	13	-0.6	21	-21	0.8	4	0.9	-0.6
O=C(CO/N=C/c1cccc([N+](=O)[O-])c1)NC1CCCCC1	-6	-1.4	3.3	3	0.3	2	1	-1.6	1	-0.7	-0.1
COc1ccc(SCCc2nnc(-c3ccccc3)o2)cc1	3	-1.5	0.0	12	0.1	1	5	-1.3	-2	1.2	0.1
Cc1ccc(C(=O)N2Cc3ccccc3CC2C(=O)O)cc1 (stereo unspecified)	-1	-1.1	2.9	2	0.1	0	3	-0.5	0	1.4	2.0
CNC(=S)Nc1cccc(C(=O)O)c1	3	1.4*	-0.6	-1	0.3	9	4	2.9	4	0.7	2.2
Cc1[nH]c2ccc(F)cc2c1CCN(Cc1cccnc1)C(=S)NC(C)(C)C	-5	-0.6	-1.5	8	0.1	-3	1	0.2	7	-1.3	0.9
NC(=O)c1c(NC(=O)c2ccc(F)cc2)sc2c1CCC2	-3	2.0*	3.9	-20	2.2	-4	-2	13*	7	15*	2.1

Sorted by heavy-atom count (low to high): part of the list above
SMILES	NPR1 activator	ssDAF-12 act	FXN GAA850 act	ADAM10 inh	DAX1 inh-1	NPR2 activator	HGIII-sPLA2 inh	hcDAF-12 act	SMARCA2 act	hgDAF-12 ag	DAX1 inh-2
CNC(=S)Nc1cccc(C(=O)O)c1	3	1.4*	-0.6	-1	0.3	9	4	2.9	4	0.7	2.2
O=C1CC(C(=O)Nc2ccc(Br)cc2)C2(CCCC2)O1 (stereo unspecified)	-2	-0.9	·	2	0.1	4	-12	-0.4	2	-0.6	·
NC(=O)c1c(NC(=O)c2ccc(F)cc2)sc2c1CCC2	-3	2.0*	3.9	-20	2.2	-4	-2	13*	7	15*	2.1
O=C(CO/N=C/c1cccc([N+](=O)[O-])c1)NC1CCCCC1	-6	-1.4	3.3	3	0.3	2	1	-1.6	1	-0.7	-0.1
CCN(CC)CC(=O)Nc1c2c(nc3ccccc13)N(C)CC2	5	-0.7	1.5	-297	0.0	0	-2	0.8	-1	0.4	-2.2
CC1CCCCC1NC(=O)CO/N=C/c1ccccc1OC(F)F (stereo unspecified)	4	-2.4	-0.2	6	-1.4	2	-7	-3.8	0	-0.5	0.7
Cc1ccc(NC(=O)CN2C(=O)CN(C)C2=O)cc1S(=O)(=O)N1CCCCC1	2	-1.0	0.6	-3	0.0	2	-5	0.3	-2	3.8	0.1
O=C1NC(Cc2ccc(O)cc2)c2nc3cc(F)ccc3c(=O)n2-c2cc3ccccc3cc21 (stereo unspecified)	1	-0.8	-7.1	13	-0.6	21	-21	0.8	4	0.9	-0.6

Additional results
SMILES	NPR1 activator	ssDAF-12 act	FXN GAA850 act	ADAM10 inh	DAX1 inh-1	NPR2 activator	HGIII-sPLA2 inh	hcDAF-12 act	SMARCA2 act	hgDAF-12 ag	DAX1 inh-2
CCCCNC(=O)[C@@](CC)(ONc1ccccc1C(F)(F)F)c1cccc2ccccc12	-7	-0.7	-0.3	-7	0.2	-8	-2	-0.9	0	-1.8	0.3
C/C(=N\NC(=O)COc1ccccc1-c1ccccc1)c1ccccn1	7	-1.7	5.7	5	4.0*	1	-10	-0.3	-4	-10	-1.9
O=C(CNC(=O)c1ccc(Br)cc1)NCC(=O)OCC(=O)c1ccc(F)cc1	11	-0.6	0.8	11	-1.6	-2	5	0.4	3	-3.2	0.1
O=C(Nc1c(F)cc(F)cc1Br)c1cc(-c2ccccc2)on1	16	-0.8	1.0	1	-0.1	-6	-5	1.6	0	1.9	-0.3
Cc1nc(C)n(C(Oc2ccc(Cl)cc2Cl)C(=O)C(C)(C)C)n1 (stereo unspecified)	-4	-1.0	-1.8	1	0.2	1	-4	-2.9	-5	-2.1	-1.1
CCCCC(=O)Nc1cc(Cl)ccc1C(=O)O	-1	-0.6	0.5	-7	-0.1	3	-1	-0.7	0	-1.6	3.2
CCn1c(COc2ccccc2)nnc1SCC(=O)NCc1ccco1	5	-1.1	1.9	-2	-0.1	-2	9	-0.6	5	0.1	1.7
COc1ccc(N2CCN(C(=O)C3CCN(S(=O)(=O)c4ccc5c(c4)oc(=O)n5C)CC3)CC2)cc1	-1	-0.8	0.1	11	-0.2	-1	5	2.1	1	0.3	-0.6
Cc1ccc(SCC(=O)c2c(C)nc3cc(C)ccn23)cc1	-9	-1.4	1.9	0	-0.1	-1	-31	0.5	-4	3.4	1.6
COC(=O)C/C=C/[C@@H](C)[C@H](NC(=O)OCC(Cl)(Cl)Cl)c1ccc(-c2ccccc2)cc1	1	-1.7	·	7	-0.6	-11	-12	-1.6	-1	0.5	·
COCCCNC(=O)C[C@H]1C[C@@]2(C(=O)OC)C(=C[C@H](C(C)C)O[C@@H]2C2CC2)N(Cc2cccc3ccccc23)C1=O	-6	-1.6	·	-1	-0.6	-5	-6	-1.4	-3	-1.2	·
CCOc1ccc(NC(=O)CCC(=O)Nc2nnc(CC)s2)cc1	2	-0.8	0.1	-6	1.3	2	6	-1.0	-2	1.2	0.1
CCCn1c(C(O)c2cc(OC)c(OC)c(OC)c2)nc2ccccc21 (stereo unspecified)	-4	-1.7	2.4	1	-0.5	-8	-8	-2.3	1	-1.7	1.0
Cc1ccc(CSc2nnc(-c3cccc(S(=O)(=O)N4CCOCC4)c3)n2CC(C)C)cc1	4	-2.8	1.4	3	-1.0	-2	-10	-4.3	-3	-1.9	-1.8
CN1CCC(NC(=O)c2cccc(Oc3ccccc3)c2)CC1	1	-0.8	0.2	-9	-1.6	-2	8	-1.8	-2	0.8	0.3
COC(=O)/C(=C/c1c[nH]c2ccccc12)[N+](=O)[O-]	9	-0.3	-0.8	0	-0.3	2	-11	2.7	4	-1.0	-0.4
COc1cccc(C(=O)N2CCC[C@@H]2C(=O)N2CCC[C@@H]2C(=O)NCc2ccccc2)c1	3	-1.3	·	-1	-0.6	4	9	-0.8	1	-0.7	·
O=C(O)c1cc(N2C(=O)C3CC=CCC3C2=O)ccc1NCc1cccnc1 (stereo unspecified)	0	-0.3	1.8	-154	0.4	2	2	-0.7	-2	-0.2	-2.1
O=C1C=C(c2ccc(F)nc2)CCC1	-3	-1.4	0.3	-8	-0.4	1	3	-0.8	0	0.4	0.2
COCCCNC(=O)CN(CCc1ccccc1)S(=O)(=O)c1ccc(C)cc1	1	-1.4	0.7	4	-0.3	4	-4	-1.0	0	1.9	1.3
CCn1ncc(CN2CCN(Cc3cccc(OC)c3)C(CCO)C2)c1C (stereo unspecified)	1	-1.1	0.4	-4	0.2	-3	7	-0.8	-1	-1.7	-1.3
C[C@H](CO)N1C[C@H](C)[C@@H](CN(C)S(=O)(=O)c2cccc(F)c2)OCc2cn(nn2)CCCC1=O	0	-0.7	0.5	-6	-1.4	-2	4	-2.8	-4	2.4	-0.5
CSCC[C@@H](C(=O)Nc1ccc2c(c1)OCCO2)N1Cc2ccccc2C1=O	6	-1.4	-3.8	-19	-0.8	1	2	0.1	-3	-2.0	0.0
CCS(=O)(=O)c1nc(S(=O)(=O)c2ccc(C)cc2)c(NCCCN2CCCC2=O)s1	-2	-0.8	2.5	1	0.0	0	5	0.2	-2	-1.9	0.6
O=C(Cn1cnc2sc3c(c2c1=O)CCCC3)NCC(=O)Nc1ccc(F)cc1F	-4	-1.4	0.5	3	1.3	-13	4	1.7	-4	-1.6	1.2
CCOC(=O)c1csc(NC(=O)C2CCCN(S(=O)(=O)c3ccccc3)C2)n1 (stereo unspecified)	3	-1.1	·	-6	-2.6	-7	-4	-3.8	-8	-2.6	·
COc1ccc(-c2cc(CNC(C)=O)on2)cc1	4	-1.2	0.6	1	0.6	3	-2	-0.4	2	3.2	0.6
COc1cc(C2N=C(c3ccccc3)NO2)cc(Br)c1O (stereo unspecified)	2	-0.1	3.9	-22	-0.2	-7	-10	0.8	4	3.6	-0.6
NC(=O)CSc1c[nH]c2ccccc12	0	1.1*	0.9	7	0.4	9	5	6.3*	-2	4.1	1.1
Cc1ccc(C)c(C(=O)CCC(=O)Nc2ccc(N3CCN(C)CC3)cc2C)c1	-1	-1.6	1.2	-2	-2.1	-1	-24	-0.2	-3	2.6	0.3
Cc1[nH]c2ccccc2c1NC(=O)CN1CCN(C(=O)c2ccco2)CC1	1	-0.1	-0.5	-1	0.4	2	-3	0.2	1	3.2	·
COc1cccc(-c2cc(C(=O)Nc3cnn(Cc4ccc(F)cc4)c3)no2)c1	-6	-0.6	1.1	5	-0.5	0	7	0.4	-4	-3.3	0.1
COc1ccc(C(=O)CNc2ccc(C)cc2C)cc1	-4	-0.6	-0.5	-14	0.7	-6	16	-1.1	4	-3.0	-2.3
CC(C)(CO)CNC1CCCN(C2Cc3ccccc3C2)C1 (stereo unspecified)	1	-0.4	2.3	5	-0.4	3	0	-0.5	4	-0.1	0.9
CCC1CCCCN1Cc1nc2c(c(=O)n(C)c(=O)n2C)n1Cc1ccccc1 (stereo unspecified)	-5	-0.2	-2.7	-5	-0.6	-3	0	1.5	-3	0.4	0.8
O=C(c1cccc(S(=O)(=O)N2CCc3ccccc32)c1)N1CCCC(C(F)(F)F)C1 (stereo unspecified)	-2	-1.3	-0.5	-2	-2.9	-3	2	-3.1	0	-3.2	-2.7
CSc1ncnc2c1ncn2CCCNCC(C)c1ccccc1 (stereo unspecified)	-4	-0.8	0.7	3	-0.3	-2	-2	-1.3	-4	0.1	0.0
